Screening results deposited in PubChem BioAssay by National Center for Advancing Translational Sciences (NCATS).
ALOX15B inhib: qHTS Assay for Inhibitors of 15-hLO-2 (15-human lipoxygenase 2); purified 15hLO-2, xylenol orange hydroperoxide absorbance; Polyunsaturated fatty acid lipoxygenase ALOX15B (Homo sapiens), O15296; 0.56% of 110,000 active; Potency, µM (doses to about 57.1 µM), for the others: at the highest dose activity change, negative = inhibition, hits mostly inhibitors; also: potency is read from the fitted curve at half-maximal effect; nearly all actives have a fitted effect of over 60% in size; many of its hits are not listed in these tables
Target sequence (O15296 whole entry, looked up): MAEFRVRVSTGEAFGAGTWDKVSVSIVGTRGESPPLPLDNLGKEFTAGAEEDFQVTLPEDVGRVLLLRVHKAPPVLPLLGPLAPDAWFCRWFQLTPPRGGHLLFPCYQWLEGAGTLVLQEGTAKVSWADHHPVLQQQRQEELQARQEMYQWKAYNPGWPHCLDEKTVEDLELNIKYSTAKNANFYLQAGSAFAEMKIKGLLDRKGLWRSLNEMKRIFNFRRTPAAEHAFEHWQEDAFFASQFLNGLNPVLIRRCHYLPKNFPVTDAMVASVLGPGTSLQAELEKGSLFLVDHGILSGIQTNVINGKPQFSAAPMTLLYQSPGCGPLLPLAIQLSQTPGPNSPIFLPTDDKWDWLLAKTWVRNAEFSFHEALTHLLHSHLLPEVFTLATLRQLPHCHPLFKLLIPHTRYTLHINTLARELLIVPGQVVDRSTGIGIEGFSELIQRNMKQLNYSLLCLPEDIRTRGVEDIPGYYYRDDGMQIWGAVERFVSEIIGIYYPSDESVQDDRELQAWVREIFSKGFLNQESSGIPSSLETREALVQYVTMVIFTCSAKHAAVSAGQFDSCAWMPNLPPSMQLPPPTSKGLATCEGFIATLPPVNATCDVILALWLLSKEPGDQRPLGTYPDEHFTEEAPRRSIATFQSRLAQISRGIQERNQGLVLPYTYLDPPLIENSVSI
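Purified human 15hLO-2 (50 nM final) preincubated with compounds 15 min at room temperature in 25 mM Hepes pH 7.5, 0.01% Triton X-100, then 45 uM arachidonic acid added for 90 min; hydroperoxide detected via ferrous/xylenol orange, 573/405 nm absorbance ratio.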
PNC assembly inh: High Content Assay for Compounds that inhibit the Assembly of the Perinucleolar Compartment; PC3M PTB-GFP, PNC prevalence imaging, 16 h; hits give low values; activity change (PNC), negative = inhibition, % at 10 µM; 3.1% of 140,000 active;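 active = readout at or below -70, meaning at least 70% loss of cells showing the perinucleolar compartment, a nuclear body marking cancer cells; inconclusive = readout between -30 and a set limit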;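 also: plate controls were DMSO wells for no effect and camptothecin positive control wells for full effect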
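Compounds are pinned in duplicate onto adhered PC3M cells stably expressing GFP-tagged PTB and incubated 16 h at 37 C. Cells are then fixed, nuclei stained with Hoechst, and PNC-positive cells counted.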
12-hLO inh: qHTS Assay for Inhibitors of 12-hLO (12-human lipoxygenase); purified 12-hLO, xylenol orange hydroperoxide absorbance; Potency, µM (titrated, usually from 57.1 µM), inactives show at the highest dose activity change, negative = inhibition, hits mostly inhibitors; 0.12% of 150,000 active; also: potency is read from the fitted curve at half-maximal effect; nearly all actives have a fitted effect of over 55% in size; many of its hits are not listed in these tables
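Hydroperoxide output read as Fe(III)-xylenol orange absorbance, 573-to-405 nm ratio, after 30 min reaction with 40 uM arachidonic acid. Enzyme: 150 nM purified human 12hLO, 15 min compound preincubation; 25 mM Hepes pH 7.0, room temperature.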
IMPase inh: qHTS Assay for Identifying the Cell-Membrane Permeable IMPase Inhibitors; Inositol monophosphatase 1 (Rattus norvegicus), P97697; CHO-M1 cells, IP1 accumulation, HTRF TR-FRET ratio; inhibition (IP1 accumulation), % at 46.1 µM; 120,000 tested, under 10 active; active = well fitted curve in the direction sought with a large enough effect in the signal ratio, not every such curve was filed as active; inconclusive = small, poorly fitted or top-dose-only effect, or a change in a side signal; inactive = no such curve, though single readings can be large or run the other way; the % refers to the signal ratio;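 also: cells stimulated with carbachol in lithium chloride buffer; plate controls were DMSO basal wells for no effect and reference inhibitor wells for full effect; higher means more IMPase inhibition seen as more IP1 and lower FRET ratio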
Target sequence (P97697 whole entry, looked up): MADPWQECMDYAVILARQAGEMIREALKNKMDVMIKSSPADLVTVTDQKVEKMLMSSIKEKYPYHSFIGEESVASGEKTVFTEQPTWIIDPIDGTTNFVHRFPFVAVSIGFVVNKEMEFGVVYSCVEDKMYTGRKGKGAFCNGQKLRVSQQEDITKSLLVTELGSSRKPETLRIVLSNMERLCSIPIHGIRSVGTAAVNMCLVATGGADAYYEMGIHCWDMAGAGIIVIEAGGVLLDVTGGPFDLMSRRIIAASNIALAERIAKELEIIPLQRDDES
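Measured: the HTRF emission ratio (665/620 nm) plus the 620 nm donor channel, each fitted to the Hill equation to give AC50. Cells were CHO-M1 given compounds up to 46 uM and a 30 min carbachol stimulation at 37C.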
* = called active by the depositor; u = inconclusive; x = not tested or not shown; ! = a repeat was not active; [ ] = remark or other dose. Unless noted, calls follow the shape of the dose curve; as a rule, active = well fitted curve in the direction sought with a large enough effect; inconclusive = small, poorly fitted or top-dose-only effect, or another doubt; inactive = no such curve, though single readings can be large; an effect the other way counts as inactive or inconclusive. Unless noted, % is scaled to controls: 0 for no effect and ±100 for the full control effect.

Each structure is followed by: ALOX15B inhib	PNC assembly inh	12-hLO inh	IMPase inh
Cc1cc(C)n(C(=O)CNC(=O)CCc2ccccc2)n1
 : 10%	u	-7%	0
Cc1ccc(C(=O)COC(=O)c2cccs2)cc1
 : x	78	-8%	-8
CC(=O)OCC(=O)[C@H]1CC[C@H]2[C@@H]3CC=C4C[C@@H](O)CC[C@]4(C)[C@H]3CC[C@]12C
 : x	1	0%	x
Cc1nc2ccccc2cc1O
 : 0%	-26	-2%	-11
COc1ccc(N2CCN(C(=O)COc3ccc4ccccc4c3)CC2)cc1
 : -7%	20	-2%	0
CCOC(=O)c1ccc(NC(=O)CN2C(=O)CSC2=O)cc1
 : 0%	-90*	3%	-1
CCOC(=O)C1CCN(C(=O)COc2ccc(Cl)cc2C)CC1
 : 4%	-87*	-11%	7
CC1CCN(CCCn2c(=S)[nH]c3ccccc3c2=O)CC1
 : 1%	u	-1%	-3
Cc1cc(NC(=O)CSc2ncccn2)no1
 : x	-9	-4%	-4
CCSc1nc2c(c(-c3ccc(C)o3)c1C#N)CCCC2
 : x	-100*	-2%	3
CCOc1ccccc1CNC(=O)C1CCCN(c2nc3ccccc3o2)C1 (stereo not drawn)
 : -2%	39	-5%	5
Clc1ccc(OCc2cc(-c3ccccc3)no2)cc1Cl
 : 12%	u	-3%	11
CCn1c(=O)c(C(=O)NCCNCCO)c(O)c2ccccc21
 : 5%	32	-5%	-6
Cc1ccc(S(=O)(=O)c2cc3c(=O)n4cccc(C)c4nc3n(CC3CCCO3)c2=N)cc1 (stereo not drawn)
 : -6%	u	-6%	-4
Cc1cc(C(=O)OCC(=O)Nc2cc(S(=O)(=O)N3CCOCC3)ccc2Cl)c(C)o1
 : 8%	42	6%	3
Cc1ccc(C(=O)/C=C/Nc2ccc3c(c2)OCO3)cc1
 : -10%	8	u	-7
O=C1SC(SC(=Nc2ccccc2)Nc2ccccc2)C(=O)N1c1ccccc1 (stereo not drawn)
 : x	-4	0%	x
COc1ccc2sc(SCCCS(=O)(=O)O)[n+](CCCS(=O)(=O)[O-])c2c1
 : x	-4	1%	-11
C/C(=N\NC(=O)Cc1cccc2ccccc12)c1ccncc1
 : x	-6	-1%	x
CCc1ccc(OCc2nnc(NC(=O)c3cccs3)s2)cc1
 : 4%	4	0%	-2

6 compounds out of the list, arranged by length of the SMILES, largest number first.
Each structure is followed by: ALOX15B inhib	PNC assembly inh	12-hLO inh	IMPase inh
CC(=O)OCC(=O)[C@H]1CC[C@H]2[C@@H]3CC=C4C[C@@H](O)CC[C@]4(C)[C@H]3CC[C@]12C
 : x	1	0%	x
O=C1SC(SC(=Nc2ccccc2)Nc2ccccc2)C(=O)N1c1ccccc1 (stereo not drawn)
 : x	-4	0%	x
CCOc1ccccc1CNC(=O)C1CCCN(c2nc3ccccc3o2)C1 (stereo not drawn)
 : -2%	39	-5%	5
CCOC(=O)C1CCN(C(=O)COc2ccc(Cl)cc2C)CC1
 : 4%	-87*	-11%	7
CCSc1nc2c(c(-c3ccc(C)o3)c1C#N)CCCC2
 : x	-100*	-2%	3
Clc1ccc(OCc2cc(-c3ccccc3)no2)cc1Cl
 : 12%	u	-3%	11

Back to the main list with the 5 entries that preceded the break.
Each structure is followed by: ALOX15B inhib	PNC assembly inh	12-hLO inh	IMPase inh
Cc1ccc(C(=O)/C=C/Nc2ccc3c(c2)OCO3)cc1
 : -10%	8	u	-7
O=C1SC(SC(=Nc2ccccc2)Nc2ccccc2)C(=O)N1c1ccccc1 (stereo not drawn)
 : x	-4	0%	x
COc1ccc2sc(SCCCS(=O)(=O)O)[n+](CCCS(=O)(=O)[O-])c2c1
 : x	-4	1%	-11
C/C(=N\NC(=O)Cc1cccc2ccccc12)c1ccncc1
 : x	-6	-1%	x
CCc1ccc(OCc2nnc(NC(=O)c3cccs3)s2)cc1
 : 4%	4	0%	-2
CCCCC(=O)Nc1ccc(C(=O)Nc2cc(C(F)(F)F)ccc2Cl)cc1
 : x	23	-5%	x
CCCCCC(=O)Nc1ccc2ccccc2c1
 : x	34	3%	x
O=C(O)c1ccc(F)c(S(=O)(=O)Nc2ccccc2Cl)c1
 : -2%	49	4%	9
COc1ccc(C(=O)N(CC2CCCO2)C(C(=O)NC2CCCC2)c2ccc(Cl)cc2)cc1OC (stereo not drawn)
 : -1%[11.4 µM]	40	-2%	u
O=C(Nc1nnc(C2CC2)s1)c1cc(S(=O)(=O)N2CCN(c3ccccc3)CC2)ccc1Cl
 : -18%	13	4%	-23
O=C(NCCCN1CCOCC1)c1ccccc1-c1ccccc1
 : 0%	u	0%	-15
Cc1csc(C(C#N)C(=O)c2cc3ccccc3o2)n1 (stereo not drawn)
 : -15%	u	-16%	4
O=C(OCc1nnc(-c2ccccc2)o1)c1cc(=O)c2ccccc2o1
 : 15%	u	-3%	1
COc1ccc(C(=O)OCCCN(C)C)cc1OC
 : x	u	-1%	x
CC(C)CNC(=O)CN(C)S(=O)(=O)c1ccc(F)cc1
 : x	22	2%	x
CCOC(=O)c1sc(NC(=O)c2ccncc2)c(C#N)c1C
 : x	-4	-7%	x
CC(C)NC(=O)c1c2c(nc3ccccc13)CCCC2
 : x	u	7%	19
CC(CN1CCOCC1)OC(=O)c1ccc2c(c1)OCCO2 (stereo not drawn)
 : 2%	u	2%	4
C[n+]1cc[nH]c1SCC(=O)c1ccccc1
 : -5%	1	2%	7
O=C(CN1CCN(Cc2ccccc2Cl)C1=O)NC1CCCCCC1
 : 3%	18	2%	-6
CC(C)(C)n1nnnc1C(c1cccnc1)N1CCN(c2cccc(C(F)(F)F)c2)CC1 (stereo not drawn)
 : x	u	-3%	5
COc1ccc(N(C(=O)Cn2nnc3ccccc32)C2(C(=O)NC3CCCC3)CCCCC2)cc1
 : -10%	38	-4%	1
CCCCn1nc(-c2ccccc2)c2nc3ccccc3nc21
 : -3%	u	-9%	1
CC1CC(=O)NN=C1c1ccc(N(C)C)c([N+](=O)[O-])c1 (stereo not drawn)
 : 2%	1	-4%	4
Cc1ccc(OCC(O)Cn2c(=N)n(CCN3CCCCC3)c3ccccc32)cc1 (stereo not drawn)
 : 34%[activator]	u	-6%	8
Cc1cc(N2C(=O)CC(Cc3ccccc3)C2=O)no1 (stereo not drawn)
 : 6%	20	-1%	1
COC(=O)[C@@]1(Cc2ccc(F)cc2)[C@H]2c3cc(C(=O)N(C)C)n(Cc4ccc(S(C)(=O)=O)cc4)c3C[C@H]2CN1C(=O)c1ccccc1
 : 8%	x	4%	x
CC(C)Oc1ccc(/C(O)=C2/C(=O)C(=O)N(CCCn3ccnc3)C2c2cccnc2)cc1 (stereo not drawn)
 : x	-13	3%	u
CCCOC(=O)CCCCC1SCC(NC(=O)OC)C1NC(=O)OC (stereo not drawn)
 : -10%	u	2%	-3
CCOC(=O)C1=C(C)N=C2c3ccccc3C(=O)C2C1c1ccccc1 (stereo not drawn)
 : 1%	-5	4%	-6
COc1ccc(C(=O)NCc2ccc(-c3nc4ccccc4s3)cc2)cc1OC
 : -8%	31	2%	1
CSc1nc(Oc2cccc(C(F)(F)F)c2)cc(C(F)(F)F)n1
 : 10%	-16	2%	-1
COc1nnc(-c2ccc(N3CCOCC3)c(NC(=O)C3CCCCC3)c2)c2ccccc12
 : -3%	46	-9%	6
Cc1cc(C)n(C(=O)c2ccc(S(=O)(=O)N3CCCC3)cc2)n1
 : 1%	6	-2%	7
CCCn1c(SCCc2ccccc2)nc2c1c(=O)[nH]c(=O)n2C
 : -20%	-21	-2%	3
Cc1ccc(C(=O)N2CCN(c3ccc(NC(=O)CSc4ccc(Cl)cc4)cc3)CC2)cc1
 : x	-113*	2%	x
O=C(CNCCC1=CCCCC1)Nc1ccccc1N1CCCCC1
 : 32%[activator]	-29	u	-3
N#Cc1c(/N=C/c2cc3ccccc3s2)sc2c1CCC2
 : x	u	2%	x
CCOc1ncccc1C(=O)OCC(=O)c1ccc(Cl)s1
 : 8%	-12	-9%	-6
Cc1onc(-c2ccccc2)c1C(=O)N/N=C(\N)COc1ccc(Cl)cc1
 : 22%	u	-11%	4
Cc1ccc(OCCN2C(=O)OC(C)(C)C2(C)O)cc1 (stereo not drawn)
 : 1%	-3	-7%	1
CN(C)C(=O)COC(=O)c1ccccc1Nc1ccc(SC(F)F)cc1
 : x	-105*	-12%	-1
CCCNC(=O)c1noc2c1CCc1ccccc1-2
 : x	2	-1%	4
COc1ccc(Nc2nnc(-c3ccc(C)cc3)c3ccccc23)cc1C(=O)N1CCCCC1
 : x	-4	-10%	x
O=C(c1ccc(S(=O)(=O)N2CCCCCC2)cc1)N1CCC(CN2C(=O)c3cccc4cccc(c34)C2=O)CC1
 : -3%	53	6%	1
CCN1CCN(Cc2nc3c(c(=O)n(C)c(=O)n3C)n2Cc2cccc3ccccc23)CC1
 : -7%[11.4 µM]	28	-3%	6[1.84 µM]
Cc1ccc(S(=O)(=O)N2C3C=CC(C3)C2C(=O)O)cc1 (stereo not drawn)
 : 3%	-3	-4%	8
CC(=Nc1ccccc1)C1=C(O)CSC1=O
 : 5%	-12	10%	6
COc1ccc(CC(=O)N2CCc3ccccc32)cc1
 : x	u	2%	-1
Cc1ccc(C(=O)Oc2oc(-c3ccco3)nc2C=Nc2ccc(Cl)cc2)cc1
 : u	19	-5%	-1
CSc1cccc(NC(=O)CN(Cc2ccc(Cl)cc2)S(C)(=O)=O)c1
 : -1%	u	-1%	-1
O=C(Cn1cc2c(n1)CCCCC2)N1CCc2ccccc21
 : 0%	-27	2%	0
COC(=O)C1=C(C)N=C2SC(C)C(=O)N2C1/C=C/c1ccccc1OC (stereo not drawn)
 : -9%	29	-1%	-14
Cc1ccc(-n2c3nc(=O)[nH]c(=O)c-3cc3cc([N+](=O)[O-])ccc32)cc1C
 : x	-16	0%	5
O=C1c2ccccc2C(=O)c2c1ccc1c(=O)n(C3CCCCC3)[nH]c21
 : x	7	1%	-9
COc1ccccc1CNC(=O)c1ccccc1OCc1ccc(F)cc1
 : x	-10	1%	0
Clc1cccc(/C(Cc2nc3ccccc3[nH]2)=N\Nc2ccccc2)c1
 : x	u	-15%	9
CCOC(=O)C(NCCc1ccccc1F)(NC(=O)CC)C(F)(F)F (stereo not drawn)
 : x	51	2%	x
COc1ccccc1NC(=O)Cc1nc(CCl)cs1
 : x	-28	-1%	x
OCCN(CCO)c1nc(N2CCCCC2)c2nc(N(CCO)CCO)nc(N3CCCCC3)c2n1
 : 20µM*!	-5	-2%	-17
CCn1c(SCc2nc(-c3ccccc3)no2)nc2ccccc21
 : 19%	-7	-6%	5
O=C(c1cn(-c2ccccc2)nc1-c1cccnc1)N1CCCCC1
 : -1%	10	7%	1
COc1ccc(C(=O)NC(=O)Nc2cc(C)ccn2)cc1
 : -8%	u	-6%	-2
Cc1cccc(N2CCN(S(=O)(=O)c3cnc[nH]3)CC2)c1C
 : 11%	u	0%	1
COC(=O)CC1[C@@]2(C)C[C@]34OC5(C)OC6(C7CC(=O)OC(c8ccoc8)[C@]7(C)CCC6(O5)[C@]13C)C(OC(C)=O)[C@]4(OC(C)=O)C2OC(C)=O (stereo partly drawn)
 : -6%	x	-1%	x
O=c1c2[nH]c3ccc(F)cc3c2ncn1CCCN1CCOCC1
 : 12%	-7	1%	-3
Cc1ccc(C)c(NC(=O)CCn2nc(C)cc2C)c1
 : -2%	-19	-1%	14

Compounds as they come; overall some 3.1% were active at least once.
